ERp5 block: inhibitors of ERp5-driven insulin aggregation, primary screen, biochemical, turbidity, absorbance 650 nm, single point. Protein disulfide-isomerase A6 (Homo sapiens), Q15084. 90 min. inhibition, % at 9.99 µM. 0.05% of 350,000 active;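 active = mean replicate inhibition above about 25%, with every replicate also reaching it, limit read from the data, passing the limit was not always enough; inconclusive = only one of those two criteria met; inactive = neither criterion met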
Target sequence (Q15084 whole entry, looked up): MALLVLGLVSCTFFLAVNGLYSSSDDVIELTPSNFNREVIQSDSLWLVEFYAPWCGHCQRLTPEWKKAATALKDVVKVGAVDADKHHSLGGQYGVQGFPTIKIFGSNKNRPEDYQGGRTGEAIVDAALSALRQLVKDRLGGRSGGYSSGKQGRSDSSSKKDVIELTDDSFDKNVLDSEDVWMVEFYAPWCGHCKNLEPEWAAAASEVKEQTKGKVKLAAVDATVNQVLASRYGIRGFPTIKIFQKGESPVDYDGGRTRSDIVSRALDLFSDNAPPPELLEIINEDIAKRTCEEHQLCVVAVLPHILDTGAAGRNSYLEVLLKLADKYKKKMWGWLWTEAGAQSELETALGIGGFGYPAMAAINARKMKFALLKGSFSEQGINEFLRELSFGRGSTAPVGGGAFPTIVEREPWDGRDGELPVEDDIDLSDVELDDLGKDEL
DENV2 CPE: inhibitors of DENV2 cytopathic effect, primary screen, cell-based, plate reader, single concentration. DENV2-infected cells, cytopathic effect rescue. CPE inhibition, % at 9.99 µM. 1.7% of 350,000 active; in the data active = CPE inhibition above about 20%, passing the limit was not always enough; inconclusive = no clear call, values can overlap the other calls; tested in BHK-21 cells;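 also: 0% = median of neutral control wells and 100% = median of positive control wells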
GSIS activator: GLuc luminescence reporter in INS-1E cells, primary screen for activators of glucose-dependent secretion of insulin | INS-1E GLuc reporter insulin secretion, 2-3 h | activation, % at 16.6 µM | 0.61% of 370,000 active;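 active = lowest replicate activation of at least 40%, so every replicate reaches that level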;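 also: 0% = median of neutral control wells and 100% = median of IBMX positive control wells; some compounds called inactive have numbers as strong as hits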
CFTR F508del cor: F508del CFTR correction, initial screen, CFBE line, single point. CFBE cells, YFP halide quenching; stimulated with forskolin plus potentiator P3; % fluorescence drop versus neutral controls. activity (quench increase), % at 7.58 µM. 0.36% of 350,000 active. AID 720511, 2013;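 active = mean added fluorescence quench of at least 8% versus neutral control, with both replicates also reaching 8%; inconclusive = only one of the mean or replicate conditions met; inactive = mean below 8% and not both replicates reaching 8%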;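 also: cells transiently co-express mutant CFTR-F508del with the halide-sensitive YFP; corrector assay measuring rescue of mutant channel to the surface after 24 h compound exposure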
ARNT-TACC3 inh: disruptors of ARNT/TACC3 protein interaction, primary screen, biochemical, AlphaScreen, single concentration | Transforming acidic coiled-coil-containing protein 3 (Homo sapiens), Q9Y6A5 | AlphaScreen His-ARNT PAS-B/GST-TACC3 binding, luminescence; TACC3 fragment carries E629A point mutation | inhibition, % at 9.99 µM | 0.66% of 390,000 active | AID 623870, 2012;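 active = mean inhibition of replicates at least 50% and at least half of replicates each reaching 50%; inconclusive = half or more replicates reach 50% but mean below 50%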;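 also: 0% = complete ARNT plus TACC3 wells and 100% = ARNT alone without TACC3; many hits fall short of the cut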
PAX8 reporter: inhibitors of PAX8-driven TPO luciferase reporter, primary screen, RMG-I cells, single concentration; SteadyGlo, 24 h; inhibition, % at 12.6 µM; 1.2% of 360,000 active;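 active = mean replicate inhibition at least 60% with every replicate also reaching 60%; inconclusive = only one of the two criteria is met; inactive = mean below 60% and not all replicates reaching 60%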;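 also: luciferase light reporting Pax8 driven TPO promoter activity; plate controls were median of neutral control wells for no effect and mitoxantrone controls for full effect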
EWS-Fli inh: EWS/Fli-driven NR0B1 reporter inhibitors, primary screen, A673 cells, NR0B1 luciferase, luminescence, MLPCN library; 0.67% of 350,000 active; inhibition, % at 12.6 µM; viability-normalised;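 active = mean inhibition of at least 50% after viability correction, with every replicate also passing that limit; inconclusive = mean reaches 50% but only one of two replicates passes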;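 also: firefly luciferase signal divided by Alamar Blue viability fluorescence both relative to DMSO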
XiGFP reactiv: activators of inactive X chromosome reactivation, primary screen, imaging, XiGFP fibroblasts, GFP high-content imaging, set 2; XiGFP mouse fibroblasts, % GFP-positive cells imaging, 3 d; cells co-treated with 5-aza-dC sensitizer; scaled so ellipticine positive control = 100%; activation, % at 7.58 µM; 0.055% of 360,000 active;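 active = mean normalized replicate activation at least 10% and every replicate at or above 10%; inconclusive = only one of the two criteria met; inactive = mean below 10% and not all replicates reach 10%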;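 also: 0% = median of on-plate neutral control wells and 100% = ellipticine 6 µM median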
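material = 68-5-11 XiGFP fibroblast line | medium = DMEM plus 5-aza-dC sensitizer | schedule = 3 days compound exposure | benchmarks = positive control ellipticine, 6 µM final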
* = called active by the depositor; ? = inconclusive; / = no result given.

SMILES	ERp5 block	DENV2 CPE	GSIS activator	CFTR F508del cor	ARNT-TACC3 inh	PAX8 reporter	EWS-Fli inh	XiGFP reactiv
COC(=O)C1=C(C)N(C)C(=O)NC1c1c(O)ccc2ccccc12 (stereo not drawn)	2	4	-7	2.1	-8	15	6	0.0
Cc1cc(C)c(C)c(S(=O)(=O)N2CCN(C(=O)c3cc(S(=O)(=O)N4CCOCC4)ccc3F)CC2)c1C	1	-5	-18	0.1	7	18	9	0.4
CCCCCCNc1ccc(C(=O)OCC)cc1	0	-10	3	0.3	/	12	1	0.1
C[C@@H]1CCCCO[C@H](CN(C)C(=O)Nc2ccc(C(F)(F)F)cc2)[C@H](C)CN([C@H](C)CO)C(=O)c2cc(NS(=O)(=O)c3cn(C)cn3)ccc2O1	-4	-6	-8	-0.3	-1	11	5	0.2
Cc1nc2ccc(NC(=O)c3ccc(Cl)c([N+](=O)[O-])c3)cc2s1	4	4	7	/	2	-4	-6	-0.1
COc1ccc(C=C2NC(=S)NC2=O)cc1	11	14	3	-0.8	-1	5	2	0.0
CCC(=O)N1[C@H](CO)[C@H](c2ccccc2)C12CN(Cc1nccs1)C2	-2	-14	12	1.1	/	0	-3	0.1
CCCN1CCN(CC(=O)Nc2nc3ccccc3s2)CC1	2	?	-5	0.7	-14	5	-18	0.0
COc1cc(NC(=O)c2ccccc2F)ccc1NC(=O)c1cc2ccccc2o1	-4	4	3	-7.6	-1	6	3	0.1
CNC[C@H]1Oc2ccc(NC(=O)Nc3c(C)noc3C)cc2C(=O)N([C@H](C)CO)C[C@H]1C	2	-1	3	3.4	4	-5	-4	-0.1

Ordered by count of non-hydrogen atoms (smallest number first): some entries from above.
SMILES	ERp5 block	DENV2 CPE	GSIS activator	CFTR F508del cor	ARNT-TACC3 inh	PAX8 reporter	EWS-Fli inh	XiGFP reactiv
CCCCCCNc1ccc(C(=O)OCC)cc1	0	-10	3	0.3	/	12	1	0.1
CCCN1CCN(CC(=O)Nc2nc3ccccc3s2)CC1	2	?	-5	0.7	-14	5	-18	0.0
CCC(=O)N1[C@H](CO)[C@H](c2ccccc2)C12CN(Cc1nccs1)C2	-2	-14	12	1.1	/	0	-3	0.1
COc1cc(NC(=O)c2ccccc2F)ccc1NC(=O)c1cc2ccccc2o1	-4	4	3	-7.6	-1	6	3	0.1
C[C@@H]1CCCCO[C@H](CN(C)C(=O)Nc2ccc(C(F)(F)F)cc2)[C@H](C)CN([C@H](C)CO)C(=O)c2cc(NS(=O)(=O)c3cn(C)cn3)ccc2O1	-4	-6	-8	-0.3	-1	11	5	0.2

(list continues)
SMILES	ERp5 block	DENV2 CPE	GSIS activator	CFTR F508del cor	ARNT-TACC3 inh	PAX8 reporter	EWS-Fli inh	XiGFP reactiv
CC(=O)Nc1cccc(S(N)(=O)=O)c1C	2	-1	7	-0.1	-8	26	5	-0.1
CSc1ccccc1NC(=S)N/N=C/c1cccn1Cc1cccc(C)c1	2	1	6	-1.6	-7	9	9	-0.1
N#Cc1c(N)nc2c(c1-c1ccc(F)cc1)CCC2	2	1	-2	0.8	-5	7	-2	0.0
COc1ccccc1OCC(=O)NN=C(Cc1ccccc1)Cc1ccccc1	2	-1	-13	/	-4	-13	-12	0.2
CC(=O)N(C)C[C@@H]1Oc2cc(C3=CCCCC3)ccc2S(=O)(=O)N([C@H](C)CO)C[C@H]1C	/	/	-4	-4.2	/	/	-6	-0.4
COCCOC(=O)c1[nH]c2c(c1C)C(=O)CC(c1ccco1)C2 (stereo not drawn)	2	-4	-10	7.2	-5	46	65*	0.0
Cc1oc2c(c1C(=O)N1CCOCC1)C(=O)c1ccccc1C2=O	-4	11	-12	2.3	4	83*	39	0.3
CCC(=O)c1ccc(N2CCN(C(=O)c3ccccc3)CC2)c(F)c1	5	-2	-7	/	-10	-7	6	0.0
CCOc1ccnc(OCC)c1Br	-1	10	-2	-1.6	-5	32	8	0.1
Cn1ncc2c(NNC(=O)c3ccc(Cl)cc3Cl)ncnc21	6	-4	-1	-2.8	2	-31	-1	0.0
COc1ccc(NC(=O)Nc2ccc3c(c2)C(=O)N([C@@H](C)CO)C[C@H](C)[C@H](CN(C)S(=O)(=O)c2ccc(Cl)cc2)O3)cc1	-3	-8	-3	-4.6	-4	/	6	0.0
O=C(Nc1ccc(Oc2cccnc2)cc1)c1ccccc1Cl	2	6	-6	-1.2	/	-27	-34	0.2
S=c1[nH]nc(Nc2ccc(Cl)cc2)s1	-5	?	-2	-2.1	3	-35	-14	0.0
C[C@H]1CN([C@@H](C)CO)C(=O)c2cc(NC(=O)CCN3CCOCC3)ccc2O[C@@H]1CN(C)S(=O)(=O)c1cccs1	5	4	14	-1.4	/	9	-1	-0.7
COc1ccc(N(CC(=O)NCc2ccc(Cl)cc2)S(=O)(=O)c2ccccc2[N+](=O)[O-])c(OC)c1	2	?	-1	-1.8	7	6	5	0.1
Cc1ccc(-n2c(SCC(=O)N/N=C/c3ccccc3OCC(=O)O)nc3ccccc3c2=O)cc1	4	19	-11	-3.4	1	11	-3	-0.2
CNC(C)C#Cc1ccc2c(=O)c3ccccc3oc2c1 (stereo not drawn)	9	-3	11	-0.5	/	-132	-105	0.1
CC1CN(C(=O)c2cc(S(=O)(=O)N3CCCC3)ccc2Cl)CC(C)O1 (stereo not drawn)	1	1	12	0.1	-5	2	4	-0.1
O=Cc1ccc(-c2ccc(F)cc2)o1	1	-1	-5	-0.9	-6	-6	-2	0.1
O=C(c1ccc(Cl)c(Cl)c1)N1CCC(=O)N(C(COCc2cccc(C(F)(F)F)c2)Cc2ccccc2)CC1 (stereo not drawn)	3	?	-16	0.1	1	20	12	0.0
Cn1cnc(CCNC(=O)C[C@@H]2CC[C@H]3[C@@H](COC[C@@H](O)CN3C(=O)Nc3ccc(C(F)(F)F)cc3)O2)c1	0	-4	-12	1.3	1	-5	-3	0.2
O=C(C[C@@H]1CC[C@@H]2[C@H](COC[C@H](O)CN2CCC(F)(F)F)O1)NCC1CC1	1	-18	2	-1.0	7	2	1	0.2
CC1=C([N+](=O)[O-])C(c2ccccc2)NC(=O)N1 (stereo not drawn)	-1	-5	-1	0.0	-8	-18	15	0.3
O=C(c1cc(-c2ccccc2)n[nH]1)N1CCN(S(=O)(=O)c2ccccc2)CC1	1	43*	-11	-3.4	/	-8	-6	0.3
COc1ccc(CCNC(=O)c2ccc(CS(=O)(=O)c3ccc(Br)cc3)o2)cc1OC	-1	-6	-9	0.4	2	16	21	0.2
CCC(=O)Nc1ccc2c(c1)C(=O)N(C)C[C@@H](OC)[C@@H](C)CN(CCc1ccccc1)[C@H](C)CO2	6	4	-2	5.0	-15	-10	1	0.2
COc1ccc(NC(=O)C2CCCN(c3nc(C)cc(C)n3)C2)cc1 (stereo not drawn)	-4	-1	5	-1.5	-1	-5	10	0.0
CC1C(=O)NN=C1C(=O)N/N=C/c1cccs1 (stereo not drawn)	5	0	10	-0.6	2	-27	-7	0.1
CC(C)CC#Cc1ccc2c(c1)O[C@@H](CN(C)C(=O)Cc1ccncc1)[C@H](C)CN([C@H](C)CO)S2(=O)=O	0	12	6	2.5	4	/	10	0.0
CCOC(=O)C1CCCN(C(=O)C2CC(=O)N(c3ccc(C)cc3)C2)C1 (stereo not drawn)	-2	-1	1	1.2	-1	/	3	/
O=S(=O)(c1ccccc1F)N1CCCc2ccccc21	-4	-1	-1	3.3	-4	3	8	0.1
CC1(CCc2ccccc2)NC(=O)N(CC(=O)N2CCCCCC2)C1=O (stereo not drawn)	-1	-6	-20	-0.1	-2	-7	5	-0.1
[N-]=[N+]=NC[C@H](Cc1ccccc1)N1CCN(Cc2ccccc2)CCC1=O	1	-2	/	3.4	2	0	11	0.1
CO[C@H](CN(C)S(=O)(=O)c1ccccc1)[C@@H](C)CN(C(=O)Nc1ccccc1F)[C@@H](C)CO	-1	1	4	0.8	-6	/	-13	0.0
Cc1ccc(C(NC(=O)N2CCN(C)CC2)C(Cl)Cl)cc1F (stereo not drawn)	-3	0	8	-1.1	0	-19	-8	0.0
CCCC(O)C#Cc1cnc2c(c1)C(=O)N([C@H](C)CO)C[C@H](C)[C@H](CN(C)S(=O)(=O)c1ccc(F)cc1)O2 (stereo partly drawn)	-4	-2	-8	1.4	-5	36	-20	-0.4
COc1cccc(OC)c1OC(=O)C1CC(=O)N(c2ccc3c(c2)OCCO3)C1 (stereo not drawn)	6	-8	-1	-0.2	/	7	17	-0.1
COc1cccc(-c2cnc3c(NC=O)cc(-c4cccc(C(=O)N(C)C)c4)cn23)c1	1	14	8	2.5	/	8	-11	0.0
CO[C@H]1CN(C)C(=O)c2ccc(NC(C)=O)cc2OC[C@@H](C)N(Cc2cncnc2)C[C@@H]1C	-6	2	3	-3.1	0	/	2	0.1
C[C@H](CO)N1C[C@H](C)[C@H](CN(C)C(=O)c2cccnc2)Oc2cc(C#CC3CC3)ccc2S1(=O)=O	1	3	12	-1.5	-22	/	0	-0.5

Another view of part of the listing above.
SMILES,ERp5 block,DENV2 CPE,GSIS activator,CFTR F508del cor,ARNT-TACC3 inh,PAX8 reporter,EWS-Fli inh,XiGFP reactiv
CC1(CCc2ccccc2)NC(=O)N(CC(=O)N2CCCCCC2)C1=O (stereo not drawn),-1,-6,-20,-0.1,-2,-7,5,-0.1
[N-]=[N+]=NC[C@H](Cc1ccccc1)N1CCN(Cc2ccccc2)CCC1=O,1,-2,/,3.4,2,0,11,0.1
CO[C@H](CN(C)S(=O)(=O)c1ccccc1)[C@@H](C)CN(C(=O)Nc1ccccc1F)[C@@H](C)CO,-1,1,4,0.8,-6,/,-13,0.0

Next part
SMILES	ERp5 block	DENV2 CPE	GSIS activator	CFTR F508del cor	ARNT-TACC3 inh	PAX8 reporter	EWS-Fli inh	XiGFP reactiv
COc1ccc2nc(N3C(=O)C(O)=C(C(=O)c4ccco4)C3c3ccco3)sc2c1 (stereo not drawn)	0	4	4	2.0	2	8	2	0.4
Nc1nonc1-n1nnc(C(=O)N/N=C/c2cccc(Cl)c2)c1-c1cccs1	-1	-4	-8	0.1	-4	-29	/	0.0
C/C=C/c1ccc([C@@H]2[C@@H](CO)N(C(C)=O)[C@H]2CNC(=O)c2ccncc2)cc1	1	1	4	0.7	2	-2	4	0.2
Cc1noc(C)c1NC(=O)Nc1ccc2c(c1)CC(=O)N([C@H](C)CO)C[C@@H](C)[C@@H](CN(C)Cc1ccncc1)O2	3	1	4	1.2	-3	-11	-2	-1.2
O=C(/C=C/c1ccc(S(=O)(=O)N2CCOCC2)cc1)NCc1ccc(Cl)cc1	-4	-2	-9	-3.0	14*	40	13	0.1

Screening results (PubChem BioAssay)
